Lipid storage S3: qHTS Assay for Lipid Storage Modulators in Drosophila S3 Cells. 0.64% of 320,000 active. Potency in µM for hits, for the others lipid storage change, negative = inhibition, % at the top dose, mostly 46.1 µM. AID 2685. Drosophila S3 cells, BODIPY lipid droplet fluorescence, 18-24 h; cells fed with added oleic acid; active = well fitted inhibition curve with a large enough effect in the signal ratio, with a control signal flat, not every such curve was filed as active; inconclusive = small, poorly fitted or top-dose-only effect, or effect the other way, or a change in a side signal; the % refers to the signal ratio
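Laser-scanning cytometry quantifies lipid droplet accumulation (500–530 nm total intensity; droplet/cell object ratio) in oleic acid-fed (400 uM added) Drosophila S3 cells treated with a concentration series. 20 uM Triacsin C defined 100% inhibition.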
Lipid storage S3 cell count max: also measured in Lipid storage S3; calls as there; cell number change, %; measured here: cell count max response;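 cells counted by Cell Tracker Red CMTPX staining in the red channel; peak over a dose series mostly up to 46.1 µM; percent activity relative to internal control wells on each plate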
* hit, by the source's call; i = inactive; ? = inconclusive; / = no result given; [ ] = another dose, or the depositor's remark. % is scaled to controls: 0 for no effect and ±100 for the full control effect; potency is read from the fitted curve at half-maximal effect.

The opening 2 compounds, to show the layout:
smiles	Lipid storage S3	Lipid storage S3 cell count max
COCCn1c(=N)c(C(=O)NCc2ccco2)cc2c(=O)n3cc(C)ccc3nc21	-8%	-17
CCOc1cc(C2NC(=O)NC(C)=C2C(=O)OCC2CCCCC2)ccc1O (stereo not given)	i	-23

This part in full, repeating the preview:
smiles	Lipid storage S3	Lipid storage S3 cell count max
COCCn1c(=N)c(C(=O)NCc2ccco2)cc2c(=O)n3cc(C)ccc3nc21	-8%	-17
CCOc1cc(C2NC(=O)NC(C)=C2C(=O)OCC2CCCCC2)ccc1O (stereo not given)	i	-23
CCCn1c(SCC(=O)c2cc(OC)ccc2OC)nnc1C(C)C	15%	-23
CN(C)S(=O)(=O)c1ccc(Cl)c(C(=O)NCc2ccco2)c1	?	/
CCCn1nnnc1NCc1cccc(OC)c1OC	-7%	-11
Cc1ccc(C2=C(CC(=O)O)C(=O)CC2)cc1	6%	6
CCn1c(=O)n(CC)c2cc(S(=O)(=O)Nc3c(C)cccc3C)ccc21	?	/
Cc1ccc(-c2nc(N/N=C/c3ccccc3[N+](=O)[O-])c3ccccc3n2)cc1	?	/
O=C(O)CCCC(=O)Nc1ccc(Br)cc1C(=O)O	5%	3
O=c1c(C=NCc2cccnc2)c(C(F)(F)F)[nH]n1-c1nc2ccccc2s1	-20%	-8
c1ccc(COc2ccccc2CNC23CC4CC(CC(C4)C2)C3)cc1	?	/
CC(C)CCN(CC(=O)NC1CCCC1)C(=O)C(=O)Nc1ccc2c(c1)OCCO2	?	/
Cn1cccc1C(=O)C(=O)Nc1ccccc1	-10%	-13
COC(=O)c1[nH]c2cc(OC)ccc2c1N	?	/
O=C(NCc1cccc(Cl)c1)C1CCC(=O)N(C2CC2)C1 (stereo not given)	i	12
Cc1cc(Br)cc(Br)c1OCC(=O)NNC(=O)c1ccoc1C	?	/
O=S(=O)(NC1CCCCC1)c1ccc(F)c2ccccc12	?	/
Cc1cc2c3nonc3ccc2n1-c1ccccc1	-8%	1
COc1cccc(OC)c1C(=O)Nc1nc2ccc(S(C)(=O)=O)cc2s1	?	/
CC(C)Nc1nc(Cl)nc(NC2CCCCC2)n1	-6%	13
COc1ccc(CNC(=O)CN2C(=O)C(C)N(c3ccc(C)cc3)C2=O)cc1 (stereo not given)	?	/
O=C(CN(Cc1ccccc1)S(=O)(=O)c1ccc(F)cc1)NCc1ccncc1	?	/
CNc1cnn(-c2ccc(C)cc2)c(=O)c1Sc1ccc(C)cc1	?	/
C/C(=N\NC(=O)c1cc(C)nc2ccccc12)c1ccncc1	?	/
COC(=O)c1[nH]c2ccc(C)cc2c1NC(=O)CN1CCN(C(=O)c2ccccc2)CC1	i	/
C[C@@H](C(=O)Nc1nc2ccccc2s1)N1C(=O)C2CC=CCC2C1=O (stereo not given in full)	-15%	-9
COC(=O)c1sc(S(=O)(=O)N2CCC(C(=O)O)CC2)c(C(=O)OC)c1C	i	22
COc1cc(C(F)(F)F)nc(-c2ccccn2)n1	?	/
CCn1c(NC2CCCCC2)nc2ccccc21	i	3
c1ccc(-c2noc(-c3ccccc3-c3ccccc3)n2)cc1	?	/
CN(c1ccccc1)S(=O)(=O)c1ccc(NC(=O)COc2ccccc2)cc1	?	/
O=C1Cc2ccccc2Sc2ccccc21	1%	-17
COc1nc(OC)nc(N2CCC(NC(=O)C(Cc3cccc(OC)c3OC)NC(C)=O)CC2)n1 (stereo not given)	?	/
CCOc1ccc(C(=O)SC2=NCCS2)cc1	?	/
O=C(CCCn1c(=O)[nH]c2cc(Cl)ccc2c1=O)NCCC1=CCCCC1	i	-32
Cc1ccc(S(=O)(=O)N2CCCCC2)cc1NC(=O)c1cc2ccccc2o1	?	/
Cc1cc(=O)oc2cc(OCC(=O)NC3CCCC3)ccc12	?	/
CN(C)CC(=O)c1c(N)n(Cc2ccccc2)c(=O)n(C)c1=O	?	/
O=C(CN1CCOCC1)Nc1cccc(Br)c1	?	/
O=C(CCS(=O)(=O)c1ccccc1)Nc1ccccc1N1CCOCC1	-5%	-4
Cc1ccc(NC(=O)Cn2c(=O)c3cccn3c3ccccc32)c(C)c1	?	/
Cc1ccccc1N1CCN(S(=O)(=O)c2ccccc2)CC1	7%	-2
COc1ccc(-n2c(SCC(=O)NCCCN3CCCC3=O)nnc2C(C)N2CCCCC2)cc1 (stereo not given)	?	/
COc1ccc(NS(=O)(=O)c2ccc(C)c(C(=O)NCc3cccnc3)c2)cc1	-20%	9
O=C(Nc1ccc(C(=O)N2CCCC2)cc1)Nc1ccc(Cl)cc1Cl	6%	14
Cc1ccc(C)c(NS(=O)(=O)c2cc(C(=O)NCc3ccccn3)ccc2C)c1	-13%	12
CCN(CC)CCOC(=O)c1ccccc1Br	-5%	-1
CCOC(=O)C1=NN(C(=O)c2ccccc2)C(O)(c2ccc(C)cc2)C1 (stereo not given)	-26%	0
CCOC(=O)C(C(=O)OCC)C1OC(=O)c2cc3c(cc21)C(=O)OC3C(C(=O)OCC)C(=O)OCC (stereo not given)	?	/
CC1CCCC(C)N1C(=O)COC(=O)CSc1ccc([N+](=O)[O-])cc1 (stereo not given)	i[0.0737 µM]	-11
COc1ccc(S(=O)(=O)N2CCOCC2)cc1NC(=O)CCc1nc2ccccc2c(=O)[nH]1	16%	19
CN(C)c1ccc(NC(=O)c2cn(-c3ccccc3)nc2-c2cccs2)cc1	-14%	-7
O=C(Nc1ccccc1F)N1CCc2ccccc2C1	4%	/
CN1C(=O)/C(=C2/C=Cc3ccccc3N2CCCS(=O)(=O)O)SC1=S	?	/
CC(C)(C)c1nc(NCCN2CCOCC2)c2nnn(Cc3ccccc3Cl)c2n1	24%	8
[N-]=[N+]=NC[C@H](Cc1ccccc1)N1CC[C@@H](OCc2ccccc2)CCC1=O	i	-4
COc1ccc(F)cc1S(=O)(=O)NCCCn1ccnc1	?	/
CCCC(=O)NC(NC(=S)Nc1c(C)n(C)n(-c2ccccc2)c1=O)C(Cl)(Cl)Cl (stereo not given)	?	/
O=C(c1nn2cccnc2c1Cl)N1CCN(c2ccccc2)CC1	6%	-12
O=C(CSc1ccccc1)Nc1ccc(N2CCOCC2)c(F)c1	0%	-5

Remaining list, next part
mol,Lipid storage S3,Lipid storage S3 cell count max
CN(CCC1CCCCO1)C(=O)CCc1nnc(Cc2c[nH]c3ccccc23)o1 (stereo not given),?,/
Cc1ccc(N2CC(C(=O)Nc3ccc(S(=O)(=O)N4CCCC4)cc3)CC2=O)cc1C (stereo not given),?,/
CN(C)CCCN(C(=O)c1cccs1)c1nc(-c2ccccc2)cs1,?,/
O=C(OCC#CCSc1nnc(-c2ccccc2)o1)c1ccco1,13%,-6
COc1ccc(N(C)S(=O)(=O)c2cccc(C(=O)NCC(c3cccs3)N(C)C)c2)cc1 (stereo not given),?,/
Cn1c(N)c(C(=O)COC(=O)C2CC(O)CN2S(=O)(=O)c2ccc(Cl)cc2)c(=O)n(C)c1=O (stereo not given),?,/
CC1CCN(S(=O)(=O)c2cn(CC(=O)Nc3ccc(OC(F)(F)F)cc3)cn2)CC1,?,/
CCN1C(=O)c2cccc3c(S(=O)(=O)Nc4nc(C)cs4)ccc1c23,0%,-1
Cc1cc(NC(=O)CCC(=O)N(CC(=O)NC2CCCC2)c2ccc(C(C)C)cc2)no1,i,-6
Cc1ccc2[nH]c(C(=O)O)c(-c3ccccc3)c2c1,?,/
Oc1cc2ccccc2nc1-c1ccccc1Cl,?,/
CCNCc1nc2cc(OC)c(OC)cc2c(=O)[nH]1,i,/
COc1cccc(CNC(=O)CCS(=O)(=O)c2ccc3c(c2)NC(=O)CO3)c1,i,13
CC(C)CN1CCN(Cc2cnc(-c3ccc(Cl)cc3)nc2)CC1CCO (stereo not given),0%,7
CC1Oc2ccccc2N(CC(=O)c2cccc(Cl)c2)C1=O (stereo not given),13%,-2
CC(C)(CNC(=O)c1cc([N+](=O)[O-])ccc1N1CCC(Cc2ccccc2)CC1)N1CCOCC1,21µM*,7.5*
Cc1nn(Cc2ccc(Cl)cc2)c(C)c1NC(=O)CCCn1nc([N+](=O)[O-])c(Cl)c1C,-12%,-12
COC(=O)c1ccccc1NC(=O)NCc1ccc2c(c1)OCO2,?,/
c1cc(CCCc2ccncc2)ccn1,11%,-7
COCc1cc(CN2CCCC(C(=O)c3cccc(C(F)(F)F)c3)C2)ccc1OC (stereo not given),9%,-8
C/C(=N\NC(=O)c1cccc(N/N=C(\C)c2ccncc2)c1)c1ccncc1,?,/
Cc1c(NC(=S)NC(C)(C)C)c(=O)n(-c2ccccc2)n1C,-28%,-5
CN(C[C@H](Cc1ccccc1)N(C[C@H](Cc1ccccc1)N(CC1(c2ccccc2)CC1)N=O)N=O)N=O,?,/
CCN(CC1CCCN(CCc2cccc(F)c2)C1)C(=O)c1cc2ccccc2o1 (stereo not given),i,7
CCCCn1c(N)c(N(CC(C)C)C(=O)c2cccc(-n3cnnn3)c2)c(=O)[nH]c1=O,?,/
O=S(=O)(c1ccccc1)N1CCN(c2ncccn2)CC1,?,/
CC(Oc1ccc(Cl)cc1Cl)C(=O)Nc1cccc(O)c1 (stereo not given),?,/
CCc1ccccc1N/N=C(/C)c1c(O)cc(C)oc1=O,?,/
CCc1[nH]c(=S)c(C#N)c2c1CCCC2,12%,-4
CCOC(=O)C1CCN(C(=O)CCn2c(=O)c3cccn3c3cccnc32)CC1,i,2
Cc1cccc2sc(N(CCCN(C)C)C(=O)CCS(=O)(=O)c3ccccc3)nc12,?,/
COCCNC(=O)c1cc2cc(Br)cc(OC)c2oc1=O,i,/
CC(=O)N/C(=C/c1ccccc1)c1ccccc1,?,/
C=CCn1c(SCCN2CCCCC2)nc2c1c(=O)[nH]c(=O)n2C,?,/
COc1ccc(CCN2CC(C(=O)NCc3ccccc3)CCC2=O)cc1 (stereo not given),-10%,/
Cc1c(C(=O)Nc2cc(S(=O)(=O)N3CCOCC3)ccc2N2CCN(C)CC2)oc2ccccc12,17%,24

An excerpt from above in order of count of non-hydrogen atoms, rising.
mol,Lipid storage S3,Lipid storage S3 cell count max
CCc1[nH]c(=S)c(C#N)c2c1CCCC2,12%,-4
CC(=O)N/C(=C/c1ccccc1)c1ccccc1,?,/
CCc1ccccc1N/N=C(/C)c1c(O)cc(C)oc1=O,?,/
COc1ccc(CCN2CC(C(=O)NCc3ccccc3)CCC2=O)cc1 (stereo not given),-10%,/
Cc1cccc2sc(N(CCCN(C)C)C(=O)CCS(=O)(=O)c3ccccc3)nc12,?,/
CCCCn1c(N)c(N(CC(C)C)C(=O)c2cccc(-n3cnnn3)c2)c(=O)[nH]c1=O,?,/
Cc1c(C(=O)Nc2cc(S(=O)(=O)N3CCOCC3)ccc2N2CCN(C)CC2)oc2ccccc12,17%,24

Next results follow.
mol,Lipid storage S3,Lipid storage S3 cell count max
COc1ccc(CN2C3CCCC2CC(NC(=O)Nc2ccccc2C)C3)cc1 (stereo not given),2%,7
COC(=O)CNC(=O)CN1C(=O)N(c2cccc(Cl)c2)C(N(O)C(=O)Nc2cccc(Cl)c2)C1(C)C (stereo not given),?,/
COCCC(=O)N1CCCC(C(=O)c2ccc3c4c(cccc24)CC3)C1 (stereo not given),13%,12
CC1=C(C)C(O)N(Cc2ccccc2)C1=O (stereo not given),?,/
CCOc1ccccc1NS(=O)(=O)c1ccc(-c2cnc(C3CC3)o2)cc1,?,/
Cc1nn(CC(=O)c2ccccc2Cl)c(C)c1[N+](=O)[O-],-1%,-5
Cc1ccc(SCCSc2nc(N)cc(=O)[nH]2)cc1,?,/
Cc1ccc(C(=O)OCC(=O)NCc2cccs2)cc1,7%,-5
CCOC(=O)N1CCC(N(CCN(C)C)C(=S)Nc2cccc(Cl)c2C)CC1,?,/
Cc1ccc(C(=O)NCC(c2cccs2)N(C)C)cc1S(=O)(=O)N1CCOCC1 (stereo not given),?,/
COc1ccc(CCNC(=O)c2c(O)c3cccc4c3n(c2=O)CC4)cc1OC,?,/
CCOc1ccc2nc(SCc3ccc(CC(=O)O)cc3)c(C#N)cc2c1,-16%,8

Individual results from the entries so far:
Lipid storage S3 cell count max result of Cc1nn(CC(=O)c2ccccc2Cl)c(C)c1[N+](=O)[O-] : -5
Lipid storage S3 cell count max result of Cc1ccc(C(=O)OCC(=O)NCc2cccs2)cc1 : -5
Lipid storage S3 cell count max result of CCOc1ccc2nc(SCc3ccc(CC(=O)O)cc3)c(C#N)cc2c1 : 8

Going on with the list.
mol,Lipid storage S3,Lipid storage S3 cell count max
COc1cc(OC)nc(NC(=O)CS(=O)(=O)c2ccccc2)n1,9%,2
Cc1sc2ncnc(N3CCC(C(=O)Nc4ccccc4C(C)(C)C)CC3)c2c1C,?,/
CC#CCN1c2ccccc2[C@]23C[C@@H](C(=O)OC)N=C2NC(C(=O)OC)=C(C(=O)OC)[C@H]13,-13%,-1
Fc1ccc(-c2csc3nnc(SCc4cccnc4)n23)cc1,?,/
COC(C(=O)Nc1ccc(S(=O)(=O)N2CCCCC2)cc1)c1ccccc1 (stereo not given),i,-11
CSc1nc2ccccc2nc1N(C)S(=O)(=O)c1ccc(C)cc1,9%,-16
CC(C)OC(=O)c1cccc(C(=O)Nc2cccc(NC(=O)c3cccc(C(=O)OC(C)C)n3)n2)n1,?,/
O=C(Nc1cccnc1)c1cc(-c2ccc3c(c2)OCO3)on1,21%,24
CC(C)(C)C(=O)C1=C(O)C(=O)N(Cc2ccccc2)C1c1ccccc1F (stereo not given),19%,1

Bioassay records deposited in PubChem BioAssay by National Center for Advancing Translational Sciences (NCATS).

A portion of the library, so the mix of outcomes need not match the whole.
